Measles CPE: compounds protecting cells from measles virus cytopathic effect, primary screen, measles RdRp inhibitor project, single point, MLSMR library, absorbance. Measles virus-infected cells, CPE protection. protection (pct of control), % at 4 µM. hit rate 1.5% among 140,000. AID 841, 2007; in the data active means protection mostly above about 24%, no sharp cut-off; inactive means mostly below about 26%; further: some compounds called inactive have numbers as strong as hits
Yeast growth inh: growth inhibitors of yeast BB579 in restrictive medium, primary screen, yeast lifespan-shortening project, S. cerevisiae. OD615, 48 h. inhibition, % at 10 µM. hit rate 0.51% among 140,000. AID 804, 2007;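 active means inhibition above a set limit, 3 SD over the mean compound inhibition, cut at about 44% in these data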; further: inactives centre near -24
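controls = amphotericin B 10 µg/mL, positive | assay system = DeaD yeast strain BB579 | schedule = 48 h compound exposure at 30 °C after 4 h preincubation | detection = OD615 turbidity measurement | medium = restrictive CSMM-D medium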
MRP1 act: H69AR viability gain despite doxorubicin, primary screen, MRP-1 activator project, H69AR cells, CellTiter-Glo; hit rate 0.61% among 140,000; viability increase, % at 10 µM; viability rescue; AID 799, 2007;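 active means viability gain under doxorubicin at or above a set limit, the compound median plus 3 SD, cut at about 4.7% in these data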;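 further: MRP-1 overexpressing cells given doxorubicin 25 µM after compound pretreatment; 18-22 h compound pretreatment then 72 h with doxorubicin before readout; 0% = doxorubicin-only wells and 100% = vehicle-treated cells without doxorubicin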
Yeast life ext: compounds extending yeast replicative lifespan, primary screen, S. cerevisiae, OD615 | S. cerevisiae growth with nicotinamide; deaD strain in restrictive glucose medium | inhibition of the nicotinamide effect, % at 10 µM | hit rate 0.68% among 130,000;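 active means inhibition above a set limit, placed 3 SD over the median of all compounds, cut at about 26% in these data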;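 further: 0% = nicotinamide-treated wells and 100% = cells grown without nicotinamide; some compounds called inactive have numbers as strong as hits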
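Assay system: engineered S. cerevisiae DeaD replicative-lifespan strain, galactose-grown log-phase cells; medium: restrictive CSMM-D dextrose medium; also added: nicotinamide, 1.5 mM, co-present with compound; schedule: 48 h compound exposure at 30 °C, humidified; detection: absorbance at 615 nm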
bCat KO growth: primary screen for growth suppressors in beta-catenin knockout HCT116 cells (colon tumor, human); viability, % at 10 µM; HCT116 beta-catenin knockout viability, CellTiter-Glo, 60 h; hits give low values; hit rate 1.5% among 140,000;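 active means viability at or under a set limit, the compound median less 4 SD, cut at about 6% in these data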;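 further: 0% = Hyamine 1622 control at 20 µM and 100% = untreated cell control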
E-sel TNF inh: E-selectin induction blockers in HUVEC – imaging, immunofluorescence, high content, primary screen; inhibition, % at 2 µM; HUVEC TNFa-induced E-selectin immunofluorescence; hit rate 0.71% among 120,000;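 active means inhibition above the batch mean plus 3 SD, and confirmed as a hit on visual image review, cut at about 43% in these data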;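 further: 0% = TNF-stimulated DMSO wells and 100% = unstimulated control wells; not every result past the cut was called active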
Phagocyt inh: inhibitors of macrophage phagocytosis, primary screen, imaging, J774A.1 cells, IgG beads; J774A.1 macrophage IgG-bead phagocytosis; inhibition, % at 5 µM; hit rate 0.07% among 110,000; AID 1029, 2008;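 active means inhibition above the mean of the plate negative controls plus 5 SD, cut at about 13% in these data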;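 further: phagocytic index as fraction of beads internalized from green versus red external bead signal; plate controls were DMSO negative control for no effect and cytochalasin-D positive control for full effect; some results beyond the cut were filed as inactive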
NPY-Y2 antag: NPY-Y2 receptor antagonists, primary screen, cell-based | Neuropeptide Y receptor type 2 (Homo sapiens), P49146 | NPY-Y2 expressing cells, antagonist mode | inhibition, % at 2.7 µM | hit rate 0.99% among 140,000; in the data active means inhibition above about 17%;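 further: 0% = vehicle with agonist challenge and 100% = reference antagonist with challenge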
Target sequence (P49146 whole entry, looked up): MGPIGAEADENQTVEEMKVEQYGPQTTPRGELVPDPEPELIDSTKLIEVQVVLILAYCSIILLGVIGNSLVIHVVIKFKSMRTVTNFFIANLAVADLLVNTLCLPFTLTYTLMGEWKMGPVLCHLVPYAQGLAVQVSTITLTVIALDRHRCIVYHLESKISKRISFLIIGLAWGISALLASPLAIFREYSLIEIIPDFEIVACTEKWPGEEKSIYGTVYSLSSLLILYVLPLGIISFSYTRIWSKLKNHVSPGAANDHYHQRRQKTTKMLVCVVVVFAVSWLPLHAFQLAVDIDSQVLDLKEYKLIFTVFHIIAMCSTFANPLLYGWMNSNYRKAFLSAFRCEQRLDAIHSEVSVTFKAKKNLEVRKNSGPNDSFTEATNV
GALR2 blocker: GALR2 antagonists in receptor-expressing cells, primary screen | inhibition, % at 4 µM | hit rate 0.39% among 140,000 | AID 828, 2007 | antagonist mode | Galanin receptor type 2 (Homo sapiens), O43603; in the data active means inhibition above about 27%;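 further: cells stimulated with galanin 1-16 at roughly its EC80; 0% = agonist challenge control and 100% = basal control without agonist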
Target sequence (O43603 whole entry, looked up): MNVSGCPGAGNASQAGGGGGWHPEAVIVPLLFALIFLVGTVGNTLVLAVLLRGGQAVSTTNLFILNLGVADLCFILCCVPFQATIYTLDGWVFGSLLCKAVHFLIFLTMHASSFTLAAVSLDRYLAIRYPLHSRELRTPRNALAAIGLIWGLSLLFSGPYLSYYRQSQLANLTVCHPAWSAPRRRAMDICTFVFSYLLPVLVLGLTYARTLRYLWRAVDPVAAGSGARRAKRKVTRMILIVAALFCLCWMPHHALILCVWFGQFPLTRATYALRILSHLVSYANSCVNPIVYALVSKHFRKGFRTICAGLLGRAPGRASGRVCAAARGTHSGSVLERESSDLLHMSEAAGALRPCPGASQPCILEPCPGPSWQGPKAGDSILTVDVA
PTEN del growth: growth suppression of PTEN-null HCT116, primary screen, cell-based, CellTiter-Glo; viability, % at 10 µM; hit rate 1.2% among 140,000; HCT116 PTEN-null viability, 60 h; hits give low values; AID 827, 2007;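 active means viability at or below a set limit, 4 SD under the median of all tested compounds, cut at about 3.7% in these data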;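 further: PTEN knockout HCT116 line with beta catenin targeted HCT116 as companion control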
* = called active by the depositor; [ ] = another dose, or the depositor's remark.

CCOC(=O)N1CCC(N(CCN(C)C)C(=S)Nc2cccc(Cl)c2C)CC1 was read as Measles CPE 7, Yeast growth inh -21, MRP1 act -2.0, Yeast life ext 3, bCat KO growth 93, Phagocyt inh -4, NPY-Y2 antag 3, GALR2 blocker 5 and PTEN del growth 88.
`CCCCCOC(=O)CSc1nc2c(c(=O)[nH]c(=O)n2C)n1CCc1ccccc1` gave Measles CPE 5, Yeast growth inh -27, MRP1 act -0.2, Yeast life ext 92*, bCat KO growth 95, E-sel TNF inh 7, Phagocyt inh -6, NPY-Y2 antag -1, GALR2 blocker 14 and PTEN del growth 95.
For COc1cc(OC)nc(NC(=O)CS(=O)(=O)c2ccccc2)n1 the results were Measles CPE 11, Yeast growth inh 56*, MRP1 act 0.6, bCat KO growth 96, E-sel TNF inh -26, NPY-Y2 antag 0, GALR2 blocker 2 and PTEN del growth 97.
For CCc1[nH]nc2c1C1(CCN(C(=O)c3ccccc3)CC1)C(C#N)=C(N)O2 the results were Measles CPE 8, Yeast growth inh -21, MRP1 act -2.2, Yeast life ext -6, bCat KO growth 98, E-sel TNF inh 2, Phagocyt inh 1, NPY-Y2 antag 0, GALR2 blocker 0 and PTEN del growth 102.
`O=C(NCc1ccccc1)C1C(=O)N(Cc2ccccc2)C(=O)C1C1(O)CCCC1` (stereo not given) gave Measles CPE 23, Yeast growth inh 14, MRP1 act -0.8, Yeast life ext -8, bCat KO growth 85, E-sel TNF inh 29, Phagocyt inh -1, NPY-Y2 antag 1, GALR2 blocker 2 and PTEN del growth 86.
Screening Fc1ccc(-c2csc3nnc(SCc4cccnc4)n23)cc1 returned Measles CPE 17, Yeast growth inh 3, MRP1 act -1.3, Yeast life ext -8, bCat KO growth 92, E-sel TNF inh -7, Phagocyt inh -1, NPY-Y2 antag -1, GALR2 blocker -28 and PTEN del growth 101.
Screening COC(C(=O)Nc1ccc(S(=O)(=O)N2CCCCC2)cc1)c1ccccc1 (stereo not given) returned Measles CPE 16, Yeast growth inh -11, MRP1 act -2.2, Yeast life ext -5, bCat KO growth 88, E-sel TNF inh -28, Phagocyt inh 0, NPY-Y2 antag 2, GALR2 blocker -16 and PTEN del growth 87.
For CCc1cccc(NC(=O)CS(=O)Cc2nc(-c3ccc(C)cc3)oc2C)c1 (stereo not given) the results were Measles CPE 27, Yeast growth inh -20, MRP1 act -2.9, Yeast life ext -6, bCat KO growth 89, E-sel TNF inh 8, Phagocyt inh 0, NPY-Y2 antag 5, GALR2 blocker -8 and PTEN del growth 79.
Screening CNC(=O)CSc1nnc(-c2ccc(S(=O)(=O)N3CCCC3)cc2)n1-c1cccc(C)c1C returned Measles CPE 27, Yeast growth inh -80, MRP1 act -1.7, Yeast life ext -15, bCat KO growth 96, E-sel TNF inh 10, NPY-Y2 antag 1, GALR2 blocker -4 and PTEN del growth 90.
`O=C(O)C1C2CCC(C2)C1C(=O)NCCCn1ccnc1` (stereo not given) gave Measles CPE 22, Yeast growth inh -4, MRP1 act -1.7, bCat KO growth 90, Phagocyt inh 0 and PTEN del growth 93.
O=C(Nc1cccnc1)c1cc(-c2ccc3c(c2)OCO3)on1 was read as Measles CPE 8, Yeast growth inh -42, MRP1 act -0.1, Yeast life ext -10, bCat KO growth 91, Phagocyt inh 1, NPY-Y2 antag 3, GALR2 blocker -12 and PTEN del growth 100.
Screening CC1=C(C(=O)Nc2ccccn2)C(c2ccc(F)cc2)n2ncnc2N1 (stereo not given) returned Measles CPE 4, Yeast growth inh -14, MRP1 act -2.1, Yeast life ext -12, bCat KO growth 98, E-sel TNF inh 18, Phagocyt inh -1, NPY-Y2 antag 4, GALR2 blocker -1 and PTEN del growth 91.
O=C(CSc1nnc(-c2ccccn2)n1Cc1ccccc1)N1CCCC1 was read as Measles CPE 10, Yeast growth inh 8, MRP1 act -2.4, Yeast life ext -8, bCat KO growth 93, E-sel TNF inh -1, Phagocyt inh 0, NPY-Y2 antag 3, GALR2 blocker -1 and PTEN del growth 95.
`CN(CC(=O)Nc1ccc(Cl)c(Cl)c1)C(=O)C12CC3CC(CC(C3)C1)C2` gave Measles CPE 4, Yeast growth inh -16, MRP1 act -3.5, Yeast life ext 1, bCat KO growth 62, E-sel TNF inh 1, Phagocyt inh -5, NPY-Y2 antag 6, GALR2 blocker 3 and PTEN del growth 63.
`COCCn1nnnc1C(c1ccccc1Cl)N1CCN(c2ccccc2OC)CC1` (stereo not given) gave Measles CPE 21, Yeast growth inh 9, MRP1 act -1.0, Yeast life ext -8, bCat KO growth 92, E-sel TNF inh 6, Phagocyt inh 0, NPY-Y2 antag 4, GALR2 blocker 2 and PTEN del growth 90.
CC(C)(C)OC(=O)CN1C(=O)C(Sc2n[nH]c(-c3ccccc3)n2)CCc2ccccc21 (stereo not given) was read as Measles CPE 8, Yeast growth inh -28, MRP1 act 1.5, Yeast life ext -11, bCat KO growth 74, E-sel TNF inh -5, NPY-Y2 antag -1, GALR2 blocker -1 and PTEN del growth 71.
COc1ccc(-c2nc(N=Nc3ccc(O)cc3)n[nH]2)cc1 was read as Measles CPE 17, Yeast growth inh -21, MRP1 act -1.1, Yeast life ext -2, bCat KO growth 80, E-sel TNF inh -10, NPY-Y2 antag -3, GALR2 blocker -1 and PTEN del growth 88.
`Cc1cccc(NC(=S)N(C)C2(c3ccccc3Cl)CCCCC2=O)c1` (stereo not given) gave Measles CPE 1, Yeast growth inh -48, MRP1 act 0.3, Yeast life ext -12, bCat KO growth 62, E-sel TNF inh 8, Phagocyt inh 33*[artifact], NPY-Y2 antag 10, GALR2 blocker 18 and PTEN del growth 70.
O=C(O)c1ccccc1C(=O)Nc1ccccc1 was read as Measles CPE 4, Yeast growth inh -64, MRP1 act -0.3, Yeast life ext -8, bCat KO growth 92, E-sel TNF inh -14, Phagocyt inh 0, NPY-Y2 antag 2, GALR2 blocker -4 and PTEN del growth 107.
COc1cc2c(cc1OC)C(C(=O)N1CCN(c3ccccc3)CC1)C(c1cccs1)N(C)C2=O (stereo not given) was read as Measles CPE 1, Yeast growth inh -15, MRP1 act -1.4, Yeast life ext -10, bCat KO growth 86, E-sel TNF inh 0, Phagocyt inh -1, NPY-Y2 antag 2, GALR2 blocker -1 and PTEN del growth 82.

The closing 3 records of the part before are carried over, then new ones follow.
`Cc1cccc(NC(=S)N(C)C2(c3ccccc3Cl)CCCCC2=O)c1` (stereo not given) gave Measles CPE 1, Yeast growth inh -48, MRP1 act 0.3, Yeast life ext -12, bCat KO growth 62, E-sel TNF inh 8, Phagocyt inh 33*[artifact], NPY-Y2 antag 10, GALR2 blocker 18 and PTEN del growth 70.
O=C(O)c1ccccc1C(=O)Nc1ccccc1 was read as Measles CPE 4, Yeast growth inh -64, MRP1 act -0.3, Yeast life ext -8, bCat KO growth 92, E-sel TNF inh -14, Phagocyt inh 0, NPY-Y2 antag 2, GALR2 blocker -4 and PTEN del growth 107.
COc1cc2c(cc1OC)C(C(=O)N1CCN(c3ccccc3)CC1)C(c1cccs1)N(C)C2=O (stereo not given) was read as Measles CPE 1, Yeast growth inh -15, MRP1 act -1.4, Yeast life ext -10, bCat KO growth 86, E-sel TNF inh 0, Phagocyt inh -1, NPY-Y2 antag 2, GALR2 blocker -1 and PTEN del growth 82.
COc1ccc(/C=C(/CC(=O)Nc2ccccc2)c2nc3ccccc3s2)cc1 was read as Measles CPE 7, Yeast growth inh -25, MRP1 act -2.4, Yeast life ext -3, bCat KO growth 84, E-sel TNF inh 57, Phagocyt inh -6, NPY-Y2 antag 2, GALR2 blocker -2 and PTEN del growth 83.
For O=C(Nc1cccc(Cl)c1)NC1CCCCC1 the results were Measles CPE 28, Yeast growth inh -22, MRP1 act -1.6, Yeast life ext -10, bCat KO growth 82, Phagocyt inh 1, NPY-Y2 antag -1, GALR2 blocker 7 and PTEN del growth 88.
For CCCCOc1ccc(C2CC(=O)NC2=O)cc1 (stereo not given) the results were Measles CPE 14, Yeast growth inh -19, MRP1 act 0.2, Yeast life ext 0, bCat KO growth 94, E-sel TNF inh -3, Phagocyt inh 4, NPY-Y2 antag 1, GALR2 blocker -13 and PTEN del growth 100.
`Cc1ccc(CN2CCC(C(=O)NCCC(C)C)CC2)o1` gave Measles CPE 9, Yeast growth inh -35, MRP1 act -2.7, Yeast life ext -4, bCat KO growth 88, E-sel TNF inh -10, Phagocyt inh -1, NPY-Y2 antag 3, GALR2 blocker 2 and PTEN del growth 95.
For CC(=O)c1c(C)n([O-])c2ccc(C)cc2[n+]1=O the results were Measles CPE 0, Yeast growth inh -65, MRP1 act -1.7, Yeast life ext -3, bCat KO growth 103, E-sel TNF inh -6, Phagocyt inh 0, NPY-Y2 antag 1, GALR2 blocker 1 and PTEN del growth 107.
`Cc1[nH]n(-c2ccc(F)cc2)c(=O)c1/C=N/c1sc2c(c1C#N)CCCC2` gave Measles CPE 7, Yeast growth inh -57, MRP1 act -2.7, Yeast life ext -15, bCat KO growth 79, Phagocyt inh -5, NPY-Y2 antag 1, GALR2 blocker 8 and PTEN del growth 78.
`CC(/C=N/NC(=S)Nc1cccc(S(=O)(=O)N(C)C)c1)c1ccccc1` (stereo not given) gave Measles CPE 6, Yeast growth inh -10, MRP1 act -0.4, Yeast life ext -3, bCat KO growth 108, Phagocyt inh 1, NPY-Y2 antag 5, GALR2 blocker 18 and PTEN del growth 100.
`Cc1ccc(C(=O)CC2(O)C(=O)N(C)c3ccc(Br)cc32)c(C)c1` (stereo not given) gave Measles CPE 20, Yeast growth inh -40, MRP1 act -1.4, Yeast life ext -5, bCat KO growth 71, Phagocyt inh 0, NPY-Y2 antag 1, GALR2 blocker -6 and PTEN del growth 80.
For Oc1ccc(CNC2CCCCC2)cc1 the results were Measles CPE 16, Yeast growth inh 3, MRP1 act -2.3, Yeast life ext -5, bCat KO growth 89, E-sel TNF inh 7, NPY-Y2 antag 1, GALR2 blocker -10 and PTEN del growth 97.
For COc1ccc(Cc2nnc(SCC(=O)NC(C)c3ccccc3)o2)cc1 (stereo not given) the results were Measles CPE 9, Yeast growth inh -1, MRP1 act -1.2, Yeast life ext -8, bCat KO growth 104, E-sel TNF inh 6, Phagocyt inh -1, NPY-Y2 antag 3, GALR2 blocker -4 and PTEN del growth 98.
CCCCC(CCC(=O)Nc1ccccc1C(=O)OCC)C(=O)O (stereo not given) was read as Measles CPE 15, Yeast growth inh -38, MRP1 act -0.9, Yeast life ext -4, bCat KO growth 88, Phagocyt inh 0, NPY-Y2 antag 11, GALR2 blocker 13 and PTEN del growth 91.

From PubChem
